# Assay outcomes from PubChem BioAssay.
# POLH inh: inhibitors of human DNA polymerase eta; Q9Y253; recombinant Pol eta, fluorescent DNA replication assay; Potency, µM (doses to about 114 µM), for inactives: at the highest dose activity change, negative = inhibition, actives largely listed as inhibitors; hit rate 1.2% among 390,000; AID 588591; further: potency means the concentration at half of the fitted maximal effect; on the % scale 0 is the no-effect control and ±100 the full control effect
#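 Fluorescent replication assay: 50 nM final substrate added after a 15 min room-temperature compound preincubation with 10 nM enzyme. Signal taken at 0 min and again at 10 min.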
# HP1b binding inh: blocks HP1-beta chromodomain binding to methylated histone tails; P83916; AlphaScreen HP1-beta / biotin-H3K9me3 peptide binding; Potency, µM (doses to about 114 µM), without a hit: at the highest dose activity change, negative = inhibition, usual class: inhibitors; hit rate 0.56% among 390,000; AID 540317; further: potency means the concentration at half of the fitted maximal effect; nearly all actives have a fitted effect of over 70% in size; inactives centre near 23
# Target sequence (P83916 whole entry, looked up): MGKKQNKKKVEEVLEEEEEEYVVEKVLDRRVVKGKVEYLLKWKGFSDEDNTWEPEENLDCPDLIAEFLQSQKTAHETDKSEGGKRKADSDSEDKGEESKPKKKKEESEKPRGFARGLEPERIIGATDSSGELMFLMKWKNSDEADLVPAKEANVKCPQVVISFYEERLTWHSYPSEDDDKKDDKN
#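 HP1-beta protein (50 nM final) preincubated 30 min at room temperature with biotinylated H3(1-18)K9me3 peptide (50 nM) in PBS pH 7.4, 0.01% Tween-20, then compound added for 30 min. AlphaScreen streptavidin donor/nickel chelate acceptor beads (10 ug/mL final), 30 min dark, luminescence read.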
# BAZ2B block: inhibitors of human BAZ2B bromodomain; Q9UIF8; AlphaScreen BAZ2B-H3K14Ac peptide displacement; Potency, µM (titrated, usually from 114 µM), without a hit: at the top dose activity change, negative = inhibition, usual class: inhibitors; hit rate 4.4% among 360,000; further: potency means the concentration at half of the fitted maximal effect; on the % scale 0 is the no-effect control and ±100 the full control effect; nearly all actives have a fitted effect of over 60% in size
#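 AlphaScreen displacement of biotin-H3(5-23)K14Ac peptide (50 nM final) from BAZ2B (50 nM final) in PBS pH 7.4, 0.01% Tween-20; complex preformed 30 min RT, then compounds (top 110 uM) 30 min RT, beads 20 min dark.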
# PI4K2A block: inhibitors of human PI4K2A. hit rate 0.13% among 420,000. activity change, negative = inhibition, % at 76.9 µM. purified PI4K2A, ADP-Glo luminescence, 1 h; stronger effect = lower value; in the data active means activity change below about -50%; inconclusive means mostly about -30% to -49%;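 further: -100% = wells without enzyme as full effect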
#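 In this quantitative HTS, ADP production by PI4K2A was quantified luminescently after 1 h at ambient temperature; 100 microM adenosine served as plate-quality control.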
# PGK inhibitor: inhibitors of T. brucei phosphoglycerate kinase; P07378; PGK/GAPDH coupled, Kinase-Glo luminescence, 60 min; Potency, µM (top dose mostly 57.5 µM), for inactives: at the top dose activity change, negative = inhibition, hits mostly inhibitors; hit rate 0.043% among 380,000; further: potency means the concentration at half of the fitted maximal effect; on the % scale 0 is the no-effect control and ±100 the full control effect; nearly all actives have a fitted effect of over 60% in size
#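 Recombinant glycosomal PGK reaction used 1,3-bisphosphoglycerate generated in-well by GAPDH (100nM final) in 100mM TEA pH 7.6, 5mM MgCl2, 0.01% Tween-20. After 60 minutes at room temperature, ATP was read by Kinase-Glo Plus luminescence end-point.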
# Pin1 inhibitor: human Pin1 inhibition | Q13526 | Pin1 FP peptide displacement, HiFluor488, 10 min | Potency, µM (top dose mostly 115 µM), for inactives: at the highest dose activity, negative = inhibition, hits mostly inhibitors | hit rate 0.009% among 390,000 | AID 504891; active means well fitted inhibition curve with a large enough effect in the polarisation, with a control signal flat, not every such curve was filed as active; inconclusive means small, poorly fitted or top-dose-only effect, or effect the other way, or a change in a side signal; inactive means no such curve, though single readings can be large or run the other way; the % refers to the polarisation; further: potency means the concentration at half of the fitted maximal effect; on the % scale 0 is the no-effect control and ±100 the full control effect
# Target sequence (Q13526 whole entry, looked up): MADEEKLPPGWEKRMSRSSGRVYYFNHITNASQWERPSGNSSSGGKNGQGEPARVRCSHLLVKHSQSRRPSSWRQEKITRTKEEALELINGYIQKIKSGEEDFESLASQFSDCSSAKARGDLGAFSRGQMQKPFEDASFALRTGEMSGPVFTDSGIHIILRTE
# JMJD2A Tudor inh: JMJD2A Tudor domain (human) inhibition | AlphaScreen JMJD2A-Tudor / H3K4me3 peptide binding | Potency, µM (doses to about 114 µM), without a hit: at the top dose activity change, negative = inhibition, hits mostly inhibitors | hit rate 4.4% among 390,000; further: potency means the concentration at half of the fitted maximal effect; on the % scale 0 is the no-effect control and ±100 the full control effect; nearly all actives have a fitted effect of over 50% in size
# GLS inhibitor: blocks human kidney-isoform glutaminase activity; Potency, µM (top dose mostly 45.5 µM), for inactives: top-dose activity change, negative = inhibition, usual class: inhibitors; GLS enzymatic activity, qHTS titration; O94925; AID 624170; hit rate 0.21% among 410,000; further: potency means the concentration at half of the fitted maximal effect; on the % scale 0 is the no-effect control and ±100 the full control effect
# Target sequence (O94925 whole entry, looked up, canonical isoform): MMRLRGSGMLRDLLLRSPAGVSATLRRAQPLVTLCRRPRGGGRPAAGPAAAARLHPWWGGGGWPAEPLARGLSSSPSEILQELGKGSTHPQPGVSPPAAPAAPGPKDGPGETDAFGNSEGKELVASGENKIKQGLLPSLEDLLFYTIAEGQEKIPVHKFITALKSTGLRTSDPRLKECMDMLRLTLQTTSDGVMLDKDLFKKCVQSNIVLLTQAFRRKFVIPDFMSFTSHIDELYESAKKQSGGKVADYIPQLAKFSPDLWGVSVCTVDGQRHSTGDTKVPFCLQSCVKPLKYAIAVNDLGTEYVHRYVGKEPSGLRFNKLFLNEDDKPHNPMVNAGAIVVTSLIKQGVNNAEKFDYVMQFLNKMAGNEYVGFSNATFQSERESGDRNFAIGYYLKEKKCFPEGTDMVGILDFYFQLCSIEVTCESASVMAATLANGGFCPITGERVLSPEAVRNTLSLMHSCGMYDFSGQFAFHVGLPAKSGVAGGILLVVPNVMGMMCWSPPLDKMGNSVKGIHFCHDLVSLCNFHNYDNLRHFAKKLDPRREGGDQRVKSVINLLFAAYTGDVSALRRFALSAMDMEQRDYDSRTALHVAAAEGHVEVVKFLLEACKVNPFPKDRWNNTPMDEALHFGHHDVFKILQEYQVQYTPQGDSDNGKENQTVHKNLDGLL
#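 Glutamate formation by hKGA was monitored fluorometrically using coupled glutamate oxidase, HRP and Amplex Red. Substrate was added as 1 mM L-glutamine solution; incubation was 30 min at RT after an initial read.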
# G9a block: G9a (human) methyltransferase inhibition; Q96KQ7; G9a H3K9 monomethylation, AlphaScreen, 2 h; Potency, µM (series often up to 102 µM), inactives show at the top dose activity, negative = inhibition, actives largely listed as inhibitors; hit rate 8.8% among 350,000; AID 504332; further: potency means the concentration at half of the fitted maximal effect; on the % scale 0 is the no-effect control and ±100 the full control effect; nearly all actives have a fitted effect of over 75% in size
#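 Chemiluminescent proximity detection of H3K9 monomethylation, read after 10 min bead incubation in the dark. Reaction: 20 nM G9a, 500 nM biotin-H3K9 peptide, 20 uM SAM cofactor, 2 h, room temperature, following 15 min enzyme-compound preincubation.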
# Starred values were filed as active, the others as inactive; i = inactive; ? = inconclusive; . = no result given; [ ] = another dose, or the depositor's remark. Unless noted, the call rests on the fitted dose curve; in most records, active means well fitted curve in the direction sought with a large enough effect; inconclusive means small, poorly fitted or top-dose-only effect, or another doubt; inactive means no such curve, though single readings can be large; an effect the other way counts as inactive or inconclusive. Only part of the results is shown. The share of hits here may be higher or lower than overall.
SMILES,POLH inh,HP1b binding inh,BAZ2B block,PI4K2A block,PGK inhibitor,Pin1 inhibitor,JMJD2A Tudor inh,GLS inhibitor,G9a block
CN(C)C(CNC(=O)Cc1cccc(C(F)(F)F)c1)c1ccccc1 (stereo not given),-10%,-7%,-10%,3,i,10%,-19%,0%,-9%[59 µM]
Cc1ccc(Cl)cc1NC(=S)N(CCCN1CCN(C)CC1)Cc1cccs1,3%,-3%,-19%,-18,?,3%,-20%,10%,?
O=C(Cn1nc(C(=O)O)c2ccccc2c1=O)Nc1nc(-c2ccccc2)cs1,-17%,19%,-3%,-17,-10%,0%,-15%,0%,18%[59 µM]
CN1CCN(C(=O)C2=C[C@H](c3csc4ccccc34)C[C@H](OCc3ccc(CO)cc3)O2)CC1,-22%,28%,-7%,-1,10%,-12%,-30%,7%,15%[12.7 µM]
CCC(CC)c1nnc(NC(=O)Cc2cccs2)s1,79µM*,28%,-20%,5,7%,19%,-17%,-2%,.
COc1cc(CCc2ccccc2)c(C(=O)O)c(O)c1CC=C(C)C,0%,25%,.,2,-25%,.,-20%,19%,.
Cn1cccc1Cc1nnc(SCC(=O)NC2CCCC2)n1CCc1ccccc1,-7%,9%,-34%,1,-15%,4%,?,-1%,79µM*
Cc1cc(C)c(NC(=S)N(C)C)cc1C,-20%,23%,-8%,4,-12%,4%,-10%,9%,10%[59 µM]
COc1ccc(N2CC(C)Cn3c2nc2c3c(=O)n(CCc3ccccc3)c(=O)n2C)cc1 (stereo not given),-20%,25%,0%,2,-2%,-1%,-3%,16%,3.2µM*
CC(C)NC(=O)CSc1nc2ccccc2n1CC(=O)N1CCc2ccccc21,2%,22%,6%,7,i,-15%,-16%,-5%,5%
COc1ccc(N/C=C/C(=O)c2ccccc2)cc1,0%,36%,-1%,?,?,-1%,-6%,9%,13%[0.501 µM]
CCOC(=O)c1c(NC(=O)CSc2nnc(-c3ccncc3)n2Cc2ccco2)sc(C)c1C,-10%,-4%,?,7,.,?,?,1%,50µM*
CNC(=O)c1ccsc1NC(=O)CS(=O)(=O)c1ccccc1,-4%,26%,10%,-1,-4%,16%,-13%,1%,7%
COc1ccc(S(=O)(=O)N2CCCC(C(=O)NCc3ccc(F)cc3)C2)cc1 (stereo not given),-15%,-16%,-17%,-5,-8%,0%,-5%,-11%,-8%
Cc1ccccc1NC(=O)Cc1nc(COC(=O)c2ccc(C(F)(F)F)cc2)cs1,-5%,36%[activator],-4%,-5,-1%,9%,-18%,-7%,5%[12.7 µM]
Cc1ccsc1/C=C(/C#N)C(=O)NCc1ccccc1,-24%,42%,14%,3,-1%,21%,2%,0%,14%[59 µM]
COc1cc(OC)c(NC(=O)c2cncn2-c2ccc(F)cc2)cc1Cl,-12%,19%,-20%,-2,0%,-17%,-16%,8%,7%
Cc1csc2ncc(C(=O)N(Cc3ccccc3)c3ccccn3)c(=O)n12,-10%,37%,5%,6,-3%,-10%,-5%,-8%,-5%[59 µM]
CCOC(=O)C(NC(C)=O)(Nc1ccc(S(=O)(=O)Nc2ncccn2)cc1)C(F)(F)F (stereo not given),-6%,-3%,-15%,3,-2%,-3%,?,0%,-2%
COC(=O)N1[C@H](Cc2ccccc2)C=C[C@]1(C)C(=O)O,-7%,32%,-8%,-2,6%,4%,-4%,7%,?

# Single records, from the list above. Order of screens: POLH inh | HP1b binding inh | BAZ2B block | PI4K2A block | PGK inhibitor | Pin1 inhibitor | JMJD2A Tudor inh | GLS inhibitor | G9a block
# Listed for Cc1ccsc1/C=C(/C#N)C(=O)NCc1ccccc1 = -24% | 42% | 14% | 3 | -1% | 21% | 2% | 0% | 14%[59 µM]
# Listed for CCOC(=O)C(NC(C)=O)(Nc1ccc(S(=O)(=O)Nc2ncccn2)cc1)C(F)(F)F (stereo not given) = -6% | -3% | -15% | 3 | -2% | -3% | ? | 0% | -2%

# Later entries:
SMILES,POLH inh,HP1b binding inh,BAZ2B block,PI4K2A block,PGK inhibitor,Pin1 inhibitor,JMJD2A Tudor inh,GLS inhibitor,G9a block
COc1ccc2oc(C(=O)OCC(=O)N3C(C)CCCC3C)c(C)c2c1 (stereo not given),-6%,25%,-19%,-3,-6%,-6%,-17%,0%,-3%
COc1ccc(NC(=O)CN(C)C(=O)c2ccc(COc3ccccc3)cc2)cc1,-4%,19%,-2%,-1,6%,2%,0%,-1%,26%[12.7 µM]
CC1CCN(C(=O)c2[nH]cnc2C(=O)NCc2ccccc2)CC1,-19%,14%,-3%,3,-2%,-7%,?,-2%,15%[0.501 µM]
CCOC(=O)C1=C(CC)Nc2ccccc2N=C1NC(=O)c1ccc(OC)c(S(=O)(=O)N2CCOCC2)c1,-2%,28%,.,6,-2%,0%,-14%,0%,.
CC1=C(C(=O)N2CCOCC2)CC(CC(=O)NCC2CCCCC2)C(=O)N1Cc1ccc(F)cc1 (stereo not given),-12%,.,.,3,-8%,.,.,-11%,.
Cc1c(C(=O)NCCc2ccc(S(N)(=O)=O)cc2)cccc1[N+](=O)[O-],-17%,52%[activator],-9%,-5,-8%,0%,-3%,0%,3%
CCOC(=O)c1cnc2sc3c(n2c1=O)CCCC3,?,4%,8%,-9,6%,24%,-18%,21%,1%
CSc1ccccc1NC(=O)CN(C1CCCCC1)S(C)(=O)=O,0%,25%,-4%,0,-9%,-9%,18%,.,14%
Cc1ccc(C)c(OCc2nc3ccccc3n2C)c1,-23%,17%,5%,1,-2%,-1%,-4%,-3%,-2%[59 µM]
CC(C)(C)/C(Cn1cncn1)=N\OC(=O)Nc1ccc(Cl)cc1,-17%,45%[activator],-3%,-1,-5%,-8%,-8%,-1%,22%[59 µM]
NS(=O)(=O)c1ccc(CCNC(=O)COC(=O)c2ccc([N+](=O)[O-])o2)cc1,?,19%[57 µM],.,-11,-5%,0%,3%,-3%,.
Cc1nc2scc(-c3ccccc3)c2c(=O)n1N,1%,-1%,3%,8,-1%,-1%,-20%,-1%,3%[59 µM]
COc1cc(C2NC(=S)NC3=C2CCc2ccccc23)cc(OC)c1OC (stereo not given),-13%,-10%,2%,-2,0%,-3%,-17%,58%[activator],10µM*
CCOC(=O)c1cnc(-n2nc(C)cc2C)nc1NNc1nc(-c2ccccc2)cc(-c2ccccc2)n1,-1%,5%,?,3,10%,0%,-27%,9%,40%[activator][59 µM]
O=C(O)C(Oc1ccc2ccccc2c1)c1ccccc1 (stereo not given),-20%,51%[activator],.,-1,-9%,-1%,-3%,-12%,.
COC(=O)c1ccc(C(=O)OC)c(NC(=O)c2cccnc2)c1,12%,40%,2%,1,-5%,-2%,-1%,-11%,.
O=C(NC1(O)C(=O)c2ccccc2C1=O)c1ccccc1,32µM*,44%,-3%,?,-17%,-1%,-5%,3%,45µM*
Nc1nccc(/C=C/c2ccc(Cl)cc2)n1,-13%,24%,-3%,-4,-8%,-1%,12%,-7%,-23%
CCCOc1ccc(/C=C/c2c([N+](=O)[O-])c(=O)n(C)c(=O)n2C)cc1,0%,32%,-9%,3,0%,-1%,-9%,-10%,-6%
O=C(O)Cc1sc(Nc2ccccc2)nc1-c1cccs1,-6%,-26%,-26%,-5,11%,?,-15%,5%,0%[12.7 µM]
O=C(NCCc1ccccn1)c1ccc(S(=O)(=O)N2CCCCCC2)cc1,5%,7%,7%,-1,0%,-6%,-30%,-7%,-4%[59 µM]
O=C(O)COc1ccccc1/C=N/NC(=O)CNC(=O)c1ccco1,-3%,32%,-24%,2,-6%,-10%,-19%,-10%,-6%
CC1(C)CC(C(=O)NCCC(c2ccccc2)c2ccco2)CCO1 (stereo not given),-1%,-1%,-31%,0,8%,-8%,?,1%,-11%[59 µM]
CC(C)(C)c1cn(-c2ccc(Cl)cc2)c(=S)[nH]1,2%,4%,-3%,0,5%,0%,35µM*,-8%,2µM*
CCCC1CC(CSC(=N)N)OC1=O (stereo not given),-11%,13%,12%,-11,i,-3%,-9%,-8%,23%[59 µM]
Cc1ccc(-n2c3c(cc(C(=O)NCc4ccco4)c2=O)C(=O)CC(C)(C)C3)cc1,-8%,-5%,-22%,-6,-1%,-3%,-27%,-2%,?
NC(=O)c1ccc2c(=O)n3c(-c4cc(Cl)c(N)c(Cl)c4)csc3nc2c1,?,75%[activator],?,-6,-13%,?,71µM*,-15%,?
Cc1ccoc1C(=O)Nc1cccc(Oc2ccccc2)c1,-22%,38%,-4%,-9,-4%,-2%,17%[11.4 µM],-11%,3%
COc1ccccc1OCCCn1c(C2CC(=O)N(c3ccccc3Cl)C2)nc2ccccc21 (stereo not given),-8%,27%,-34%,-3,i,-2%,-23%,-4%,8%[59 µM]
CCOC(=O)CC(=O)c1cc(OC)c(OC)c(OC)c1,-10%,29%,15%,4,-9%,-8%,-11%,-2%,-4%[59 µM]
COC(=O)c1cn(C(=O)c2cc(OC)cc(OC)c2)c2ccccc12,-6%,72%[activator],3%,-2,9%,0%,10%,0%,51%[activator]
O=C(COc1ccccc1F)NNC(=O)c1cc(Br)ccc1Cl,0%,49%[activator],.,1,i,-2%,0%,-6%,.
CC(=O)Nc1sc2c(c1C(c1ccc(F)cc1)N1CCOCC1)CCCC2 (stereo not given),-13%,-32%,50µM*,6,-8%,2%,?,1%,?
Cc1cccn2c(CNCCc3ccccn3)c(C(=O)N3CCOCC3)nc12,5%,56%[activator],-17%,1,0%,-7%,-17%,-4%,?
